Compound activity deposited in PubChem BioAssay by several laboratories.
hERG rescue: compounds protecting human hERG from proarrhythmic drug block; Q12809; CHO-hERG, FluxOR thallium flux, dofetilide IC70 present; activation (rescue from dofetilide block), less the hit threshold, % at 10 µM; 0.51% of 310,000 active; AID 1511;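 active = activation above the mean of controls blocked by dofetilide plus 5 SD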;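 also: thallium influx through hERG after potassium depolarization seen as dye fluorescence rise; in these data hits start at about 4.7%; inactives centre near -7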
RGS4 act: potentiators or activators of RGS4. HEK293 M3R/inducible RGS4, carbachol calcium flux Fluo4; stronger effect = lower value. B-score at 10 µM. 0.92% of 310,000 active. AID 463111;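 active = B-score of the integrated calcium signal more than 4 SD below the library mean, with starting fluorescence not abnormally high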;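 also: negative B-score means reduced calcium response which marks RGS4 activation or potentiation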
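Material: M3R-expressing HEK293 line, RGS4 induced by doxycycline | Schedule: Overnight RGS4 induction, 30 min dye load 37 °C, 20 min compound RT | Measured by: Fluo4 fluorescence kinetic imaging of calcium | Read-out: Integrated calcium ratio converted to B score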
GSK3B inh: human GSK3beta kinase inhibition; 0.038% of 300,000 active; GST-GSK3beta kinase, ADP-Glo luminescence, 60 min; stronger effect = lower value; AID 2097; activity score (negative = inhibition), % at 10 µM; P49841;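 active = more than half of replicate wells score below -50%, meaning over 50% inhibition versus plate controls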;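 also: 0% = median DMSO wells and -100% = median GW8510 positive control wells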
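test system = GST-tagged human GSK3beta kinase, cell-free | reagent = 25 µM ATP with peptide substrate | dosing = one dose of 10 µM per compound | schedule = 60 min reaction, RT | detection = luminescent ADP-Glo measurement of ADP formed | control set = DMSO neutral wells and GW8510 at 20 µM as positive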
KCNK3 block: human KCNK3 channel inhibition, primary screen; O14649; CHO-KCNK3 thallium flux, FluxOR fluorescence; stronger effect = lower value; B-score at 10 µM; 0.84% of 340,000 active;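 active = B-score under library mean minus 4 SD, starting fluorescence ratio at most library mean plus 5 SD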;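 also: more negative B-score means stronger inhibition of thallium flux through KCNK3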
DYRK1A inh: inhibitors of rat Dyrk1A kinase; ADP-Glo luminescence, NFATc1 peptide; Q63470; 0.43% of 310,000 active; inhibition, % at 12.5 µM; in the data active = inhibition above about 50%;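 also: plate controls were vehicle with enzyme for no effect and no enzyme for full effect; many of its hits are not listed in these tables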
KCNK9 inh: blocks the human KCNK9 two-pore domain potassium channel | Q9NPC2 | HEK293 KCNK9, FluxOR thallium flux fluorescence; stronger effect = lower value | B-score at 10 µM | 1.2% of 310,000 active;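 active = ratio B-score over 3 SD below the library mean, with starting fluorescence within 5 SD of its mean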;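 also: negative B-score means less thallium flux so channel inhibition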
RGS4 block: inhibitors of human RGS4 | B-score at 10 µM | AID 463165 | HEK293 M3R/RGS4 inducible, Fluo-4 calcium flux; stronger effect = higher value; triggered by carbachol at its EC20 | 0.45% of 310,000 active | P49798;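 active = B-score, a plate-corrected calcium signal, over three deviations above library mean, with baseline fluorescence within five deviations of library mean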;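 also: RGS4 expression induced by doxycycline in cells with stable M3 receptor; B-score is computed from the integrated fluorescence ratio over baseline after carbachol; higher B-score means a larger calcium signal and so more RGS4 inhibition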
Target sequence (P49798 whole entry, looked up): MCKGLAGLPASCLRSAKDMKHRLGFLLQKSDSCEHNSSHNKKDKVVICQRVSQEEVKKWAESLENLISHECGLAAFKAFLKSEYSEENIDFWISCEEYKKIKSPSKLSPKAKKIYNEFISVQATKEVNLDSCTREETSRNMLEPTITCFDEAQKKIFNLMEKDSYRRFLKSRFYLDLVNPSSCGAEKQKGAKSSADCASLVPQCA
GSK3 alpha inh: blocks human GSK-3 alpha kinase. AID 2650. ADP-Glo luminescence, 60 min. 0.1% of 320,000 active. P49840. inhibition, % at 10 µM;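 in the data active = inhibition above about 50%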;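 also: GST-tagged GSK-3 alpha with peptide substrate and 25 µM ATP; 0% = DMSO neutral wells and 100% = GW8510 positive control wells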
KCNQ1 pot: potentiators or activators of human KCNQ1 potassium channel | 0.35% of 310,000 active | B-score at 10 µM | CHO-K1 KCNQ1, thallium flux FluxOR fluorescence; stronger effect = higher value | AID 2648 | P51787;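 active = fluorescence ratio B-score, a plate-corrected score, at least three library SD, with initial intensity B-score within 5 SD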
Target sequence (P51787 whole entry, looked up): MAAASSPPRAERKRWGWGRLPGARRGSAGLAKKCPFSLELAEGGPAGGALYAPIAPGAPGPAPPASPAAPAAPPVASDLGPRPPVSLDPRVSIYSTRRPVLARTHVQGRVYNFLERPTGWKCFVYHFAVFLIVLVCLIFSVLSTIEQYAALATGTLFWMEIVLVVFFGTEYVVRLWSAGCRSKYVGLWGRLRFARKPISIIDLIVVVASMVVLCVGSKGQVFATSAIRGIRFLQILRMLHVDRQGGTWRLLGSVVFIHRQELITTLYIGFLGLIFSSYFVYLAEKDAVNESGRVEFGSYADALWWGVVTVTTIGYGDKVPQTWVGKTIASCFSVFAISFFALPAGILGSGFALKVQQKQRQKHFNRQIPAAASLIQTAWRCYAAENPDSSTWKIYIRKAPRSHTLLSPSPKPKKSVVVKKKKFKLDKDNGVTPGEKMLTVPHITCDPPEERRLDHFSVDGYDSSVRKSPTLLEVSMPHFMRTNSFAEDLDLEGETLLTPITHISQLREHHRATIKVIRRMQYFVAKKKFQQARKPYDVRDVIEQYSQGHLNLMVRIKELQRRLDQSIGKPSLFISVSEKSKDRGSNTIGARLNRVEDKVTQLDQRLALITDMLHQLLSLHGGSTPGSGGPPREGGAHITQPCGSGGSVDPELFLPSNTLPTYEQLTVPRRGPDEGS
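assay system = KCNQ1-transfected CHO-K1 cells | medium = assay buffer with matched DMSO | probe or stimulus = depolarizing K+/Tl+ stimulus, K2SO4 and Tl2SO4 each 12.5 mM in 5x stock | dosing = single dose | incubation = dye 90 min, compound 20 min, room temperature | detection = kinetic FluxOR fluorescence, 10 s baseline plus 110 s post-stimulus | evaluation = ratio B score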
KCNQ1 block: human KCNQ1 channel inhibition; 1.3% of 310,000 active; CHO-K1 KCNQ1, FluxOR thallium flux fluorescence; stronger effect = higher value; AID 2642; B-score at 10 µM;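 active = compounds whose thallium flux B-score, printed positive for inhibition, exceeds three library SD while starting fluorescence stays within three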;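 also: channel opened by potassium depolarization with thallium stimulus after 20 min compound exposure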
PolyA inhibitor: inhibitors of polyadenylation in S. cerevisiae; S. cerevisiae SKY197-pL101 polyadenylation reporter, beta-gal luminescence; efflux-impaired pdr1/pdr3 knockout yeast; score 100 = 6 SD above DMSO; calls only at 12 µM; 0.02% of 300,000 active; AID 1875;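 active = lowest replicate activity score at least 50, where 100 means six control SD above control mean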;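 also: yeast exposed to compound for 9 h at 30 °C; higher score means more reporter readthrough which indicates perturbed polyadenylation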
* = called active by the depositor; i = inactive; nt = not tested or not shown. The list is partial. The share of hits here may be higher or lower than overall.

Compound,hERG rescue,RGS4 act,GSK3B inh,KCNK3 block,DYRK1A inh,KCNK9 inh,RGS4 block,GSK3 alpha inh,KCNQ1 pot,KCNQ1 block,PolyA inhibitor
Cn1c(=O)n(C)c2cc([N+](=O)[O-])c(N3CCN(C(=O)c4ccccc4Cl)CC3)cc21,-13,i,-1,i,-3,i,i,-4,i,i,i
COc1ccc(CN2C(=O)CNC2=S)cc1,-2,i,4,i,2,i,i,-1,i,i,i
O=C(COC(=O)c1ccc(Cl)c(S(=O)(=O)N2CCc3ccccc3C2)c1)Nc1ncc(Cl)cc1Cl,-9,i,2,i,4,i,i,-3,i,i,i
CC(=O)Nc1ccc(NC(=O)C(C)n2c3ccccc3c3nc(=O)cc(C)n32)cc1 (stereo not drawn),-9,i,1,i,-8,i,i,-1,i,i,i
CC(C)(C)C(=O)COC(=O)c1ccccc1O,-5,i,-4,i,-2,i,i,2,i,i,i
O=C(c1csc2ccccc12)N1CCN(c2ccccn2)CC1,-4,i,-1,i,0,i,i,0,i,i,i
CCCCNC(=O)c1cc2nc3c(c(C(F)(F)F)n2n1)CCc1ccccc1-3,-1,i,-1,i,nt,i,i,-1,i,i,i
COc1ccc(COC(=O)Oc2ccc(CNC(C)=O)cc2OC)c([N+](=O)[O-])c1,-4,i,-2,i,1,i,i,-2,i,i,i
COc1cc2nc(N(CCCN(C)C)C(=O)c3ccc(S(=O)(=O)N4CCc5ccccc5C4)cc3)sc2cc1OC,-17,i,-1,i,-1,i,i,-1,i,i,i
O=C(NCN1C(=O)C2C3C=CC(C3)C2C1=O)Nc1nccs1 (stereo not drawn),-4,i,0,i,3,i,i,1,i,i,i
CCOC(=O)C1=C(C)NC(SCC(=O)Nc2nc(C)cs2)=C(C#N)C1c1cccs1 (stereo not drawn),-10,i,-1,nt,nt,i,i,0,i,i,i
COc1ccc(C(=O)C2CCCN(C(=O)c3cccc(N(C)C)c3)C2)cc1OC (stereo not drawn),-7,i,-1,i,-1,i,i,-1,i,i,i
COc1ccc(CCNC(=O)CN(c2cc([N+](=O)[O-])ccc2OC)S(C)(=O)=O)cc1,0,i,2,i,4,i,i,0,i,i,i
Cn1nnc(NC(=O)C(c2ccccc2)c2ccccc2)n1,-14,i,-1,i,1,i,i,0,i,i,i
COc1cccc(-c2nc(N3CCCCC3C)c3ccccc3n2)c1O (stereo not drawn),-10,i,-1,i,-4,i,i,0,i,8*,i
CC(C)(C)NC(=O)NCc1ccco1,-2,i,0,i,-1,i,i,-4,i,i,i
CC(C)CC(NC(=O)C1CCC(C)CC1)C(=O)NCc1cccnc1 (stereo not drawn),-10,i,2,i,-4,i,i,-3,i,i,i
CC(C)(C)Nc1nc(OCC#N)nc(N2CCCCC2)n1,-9,i,2,i,-3,i,i,-1,i,i,i
COc1cc(/C=N/NC(=O)c2cc(-c3ccccc3)nc3ccccc23)ccc1O,-7,i,0,i,2,i,i,-4,i,i,i
Cc1c(Br)c([N+](=O)[O-])nn1CC(=O)N1CCN(Cc2ccccc2)CC1,-8,i,2,i,2,i,i,-2,i,i,i
O=C1CCC(C(=O)N2CCC(O)(c3ccccc3)CC2)CN1CCc1ccccc1 (stereo not drawn),-6,i,2,i,-4,i,i,0,i,i,i
N#CC1=C(N)N(c2ccccc2)C(=O)C1,-3,i,1,i,7,i,i,0,i,i,i
C=CCn1c(O)c(C2=c3ccccc3=NC2=O)sc1=Nc1ccc(O)cc1,-6,i,3,i,-1,i,i,-3,i,i,i
O=c1[nH]cnc(O)c1C(c1ccc(F)cc1)c1c(O)nc[nH]c1=O,-8,i,3,i,-2,i,i,0,i,i,i
Cc1occc1-c1nnc(SCC(=O)Nc2ccc(F)cc2)n1Cc1ccccc1,-9,i,1,i,1,i,i,-1,i,i,i
O=C(NCc1ccccc1Cl)C1CCN(C(=O)c2ccco2)CC1,-8,i,0,nt,nt,i,i,-2,i,i,i
COc1ccc(CSc2nnc(N)s2)cc1F,-2,i,-2,i,-4,i,i,-13,i,i,i
COc1ccc(C(=O)NC2CC3CCCC(C2)N3Cc2ccccc2)cc1 (stereo not drawn),-4,i,-3,i,1,i,i,-1,i,i,i
Cc1[nH]c2ccccc2c1C(=O)COC(=O)C1CCC1,-15,i,1,i,2,i,i,0,i,i,i
CCOC(=O)C1=NN(c2ccccc2)C2(S1)SC(C(C)=O)=C(C)N2c1ccccc1 (stereo not drawn),-4,i,2,i,-7,i,i,-1,i,i,i

6 structures already listed, arranged by formula weight, largest number first.
Compound,hERG rescue,RGS4 act,GSK3B inh,KCNK3 block,DYRK1A inh,KCNK9 inh,RGS4 block,GSK3 alpha inh,KCNQ1 pot,KCNQ1 block,PolyA inhibitor
CCCCNC(=O)c1cc2nc3c(c(C(F)(F)F)n2n1)CCc1ccccc1-3,-1,i,-1,i,nt,i,i,-1,i,i,i
O=c1[nH]cnc(O)c1C(c1ccc(F)cc1)c1c(O)nc[nH]c1=O,-8,i,3,i,-2,i,i,0,i,i,i
O=C(c1csc2ccccc12)N1CCN(c2ccccn2)CC1,-4,i,-1,i,0,i,i,0,i,i,i
COc1ccc(CN2C(=O)CNC2=S)cc1,-2,i,4,i,2,i,i,-1,i,i,i
N#CC1=C(N)N(c2ccccc2)C(=O)C1,-3,i,1,i,7,i,i,0,i,i,i
CC(C)(C)NC(=O)NCc1ccco1,-2,i,0,i,-1,i,i,-4,i,i,i

(cont.)
Compound,hERG rescue,RGS4 act,GSK3B inh,KCNK3 block,DYRK1A inh,KCNK9 inh,RGS4 block,GSK3 alpha inh,KCNQ1 pot,KCNQ1 block,PolyA inhibitor
NC(=O)c1ccc(Cl)c2ccccc12,-5,i,1,i,9,i,i,0,i,i,i
Cc1ccc(-c2c(C(=O)N/N=C/c3cccc(Cl)c3)nnn2-c2nonc2N)cc1,-3,i,2,i,1,i,i,-1,i,i,i
Cc1cccnc1NC(=O)CNC(=O)COc1ccccc1,-11,i,3,i,-2,i,i,-2,i,i,i
CC1Oc2ccccc2N(CC(=O)NCCN2CCOCC2)C1=O (stereo not drawn),-1,i,-1,i,-1,i,i,-2,i,i,i
Cc1nn(-c2c(Cl)cc(Cl)cc2Cl)c(=O)c2ccccc12,-3,i,-2,i,13,i,i,2,i,i,i
CC(=O)Nc1ccc(-n2cc(-c3ccccc3)[nH]c2=S)cc1,1,i,1,i,-32,i,i,-1,i,i,i
Cc1ccc(C)c(-c2cc(C(=O)Nc3cccc(C(=O)O)c3)c3ccccc3n2)c1,-23,i,5,i,-4,i,i,-3,i,i,i
Cc1ccc(C)c(N(CC(=O)NC2CCCC2)C(=O)CCCC(=O)Nc2ccccn2)c1,-15,i,2,i,10,i,i,nt,i,i,i
COc1cccc(C2=NOC(C(=O)Nc3cc(C)on3)C2)c1 (stereo not drawn),-10,i,-2,i,-1,i,i,5,i,i,i
CC(=O)c1ccccn1,nt,nt,-1,i,0,nt,nt,0,nt,nt,i
CCOC(=O)c1c(NC(=O)/C=C/c2ccc3c(c2)OCO3)sc(C)c1CC,-10,i,4,i,6,i,i,2,i,i,i
O=C(Cc1sc(-c2ccccc2)nc1-c1ccccc1)Nc1ccccc1,-5,i,0,i,2,i,i,-7,i,i,i
CC1CC(=O)c2cnc(Nc3ccccc3)nc2C1 (stereo not drawn),-9,i,-2,i,9,i,i,nt,i,i,i
COc1ccc(Br)cc1CN(C)C(=O)c1cnc(C)cn1,-5,i,2,i,1,i,i,-1,i,i,i
COc1ccc(-c2ccc3nnc(SCC(=O)N4CCCC4)n3n2)cc1,-7,i,2,i,10,i,i,-6,i,i,i
CCOc1cc(CN2CCN(S(=O)(=O)Cc3ccccc3)CC2)ccc1OC,-7,i,-1,i,0,i,i,0,i,i,i
O=C(NCC(O)c1ccc([N+](=O)[O-])cc1)Nc1ccccc1 (stereo not drawn),-3,i,0,i,2,i,i,2,i,i,i
Cc1onc(-c2ccccc2)c1CNC(=O)Nc1ccccc1,-4,i,0,i,14,i,i,3,i,i,i
Nc1ccc(-c2ncc(-c3ccccc3)o2)cc1,-1,i,2,i,0,i,i,-2,i,i,i
C=CCO/N=C(/CCC)C1=C(N)CC(C)(C)CC1=O,-10,i,0,i,-5,i,i,-2,i,i,nt
N#C/C(=C/c1ccc(F)cc1)c1nnc(NC(=O)c2ccccc2)s1,-10,i,2,i,15,i,i,0,i,i,i
O=C(/C=C/c1ccccc1Cl)N(Cc1cccs1)C1CCS(=O)(=O)C1 (stereo not drawn),-6,i,3,i,-4,-7.5*,i,1,i,i,i
CCCNC(=O)CC(NS(=O)(=O)c1ccc(OC)cc1)c1ccco1 (stereo not drawn),-10,i,0,i,nt,i,i,0,i,i,i
COc1ccc(C2C(C(=O)NCCCN3CCOCC3)c3ccccc3C(=O)N2c2ccc(OC)cc2)cc1 (stereo not drawn),-6,i,-1,i,4,i,i,0,i,i,i
CC(=O)Nc1ccc(-c2cn3c(n2)SCC3)cc1,-3,i,0,i,3,i,i,-1,i,i,i
